Source: PubChem (National Center for Advancing Translational Sciences (NCATS))
EPAC1 agonist: qHTS for Agonist of cAMP-regulated guanine nucleotide exchange factor 3 (EPAC1): primary screen; Rap guanine nucleotide exchange factor 3 (Homo sapiens), O95398; EPAC1 agonist qHTS, biochemical assay; response scale: 100% = response to 6.5 mM cAMP; Potency, µM (titrated, usually from 154 µM), for the others: top-dose activation, usual class: activators; 360,000 tested, 0.073% active; AID 720707, 2013; also: potency is read from the fitted curve at half-maximal effect; nearly all actives have a fitted effect of over 60% in size
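Read-out is the fluorescence drop as BODIPY-GDP leaves Rap1B (480 nm excitation, 540 nm emission), recorded every 5 minutes over 30 minutes. Reactions held 100 nM EPAC1, 250 nM Rap1B–BODIPY-GDP and 50 uM GDP, with 6.5 mM cAMP setting full activation.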
PLK1 PBD block: qHTS for Inhibitors of PLK1-PDB (polo-like kinase 1 - polo-box domain): Primary Screen | AID 720504, 2013 | Potency, µM, for the others: max response, negative = inhibition, most hits filed as inhibitors | Serine/threonine-protein kinase PLK1 (Homo sapiens), P53350 | 360,000 tested, 2.8% active | Plk1 PBD binding of FITC phosphopeptide, fluorescence polarization; also: potency is read from the fitted curve at half-maximal effect; series mostly up to about 57 µM; % is scaled to controls: 0 for no effect and ±100 for the full control effect; nearly all actives have a fitted effect of over 65% in size
Target sequence (P53350 whole entry, looked up, the tested form may be a part): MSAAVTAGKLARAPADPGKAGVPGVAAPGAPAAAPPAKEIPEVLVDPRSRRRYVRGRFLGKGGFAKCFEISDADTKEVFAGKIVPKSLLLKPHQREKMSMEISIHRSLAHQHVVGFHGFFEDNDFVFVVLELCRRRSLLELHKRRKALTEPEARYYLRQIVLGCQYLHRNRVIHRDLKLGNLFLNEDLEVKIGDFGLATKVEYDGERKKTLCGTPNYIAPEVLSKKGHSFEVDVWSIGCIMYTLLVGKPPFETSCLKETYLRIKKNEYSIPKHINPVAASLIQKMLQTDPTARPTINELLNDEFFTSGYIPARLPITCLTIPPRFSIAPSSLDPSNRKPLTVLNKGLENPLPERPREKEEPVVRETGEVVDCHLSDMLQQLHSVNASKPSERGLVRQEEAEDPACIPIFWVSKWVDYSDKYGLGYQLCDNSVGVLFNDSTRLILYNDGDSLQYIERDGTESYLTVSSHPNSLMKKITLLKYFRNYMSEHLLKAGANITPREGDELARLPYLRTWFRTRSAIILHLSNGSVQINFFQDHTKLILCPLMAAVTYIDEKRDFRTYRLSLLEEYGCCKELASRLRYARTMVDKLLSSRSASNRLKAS
EPAC1 antag: qHTS for Antagonist of cAMP-regulated guanine nucleotide exchange factor 3 (EPAC1): primary screen; Rap guanine nucleotide exchange factor 3 (Homo sapiens), O95398; EPAC1 GEF assay, Rap1b-BODIPY-GDP exchange fluorescence; Potency, µM (titrated, usually from 115 µM), for the others: top-dose activity change, negative = inhibition, actives largely listed as inhibitors; 360,000 tested, 0.14% active; AID 720709, 2013;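 also: potency is read from the fitted curve at half-maximal effect; plate controls were vehicle for no effect and positive control for full effect; nearly all actives have a fitted effect of over 50% in size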
FUS suppressor: qHTS for Suppressors of FUS Proteinopathy: Primary screen using FUS-linked yeast assay; S. cerevisiae FUS-expressing, growth rescue, OD600, 24 h; 390,000 tested, 0.24% active; Potency, µM (titrated, usually from 76.6 µM), for the others: top-dose growth rescue (activation), actives largely listed as activators; AID 1347120, 2019;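 also: potency is read from the fitted curve at half-maximal effect; plate controls were DMSO vehicle for no effect and reference control for full effect; nearly all actives have a fitted effect of over 55% in size; some results filed as inactive show a strong effect at the top dose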
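Compound concentration series was pinned onto galactose-induced FUS-expressing yeast seeded at OD 0.005. Plates sat 24hr at 30C; absorbance at 600 nm gave growth. DMSO served as background control.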
Abeta rescue: qHTS for compounds that reverse cellular toxicity of Amyloid beta (A-beta) peptide in yeast: Primary Screen. 410,000 tested, 0.063% active. AID 1347071, 2019. yeast expressing A-beta42, growth rescue, OD600, 48 h; response scale: 0% DMSO, 100% iron-clioquinol control. Potency, µM (highest dose often 46.1 µM), without a hit: at the top dose growth rescue, actives largely listed as activators; also: potency is read from the fitted curve at half-maximal effect; nearly all actives have a fitted effect of over 55% in size
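Growth rescue measured by 600 nm absorbance after 48 h yeast culture at 30 C with compound. Values normalized between DMSO and an equimolar ferric chloride plus clioquinol control.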
WRN inhibitor: qHTS for Inhibitors of WRN Helicase; WRN helicase unwinding, fluorescent forked duplex, kinetic; Potency, µM (highest dose often 114 µM), without a hit: at the top dose activity change, negative = inhibition, actives largely listed as inhibitors; 360,000 tested, 0.46% active; AID 651768, 2012; also: potency is read from the fitted curve at half-maximal effect; % is scaled to controls: 0 for no effect and ±100 for the full control effect; nearly all actives have a fitted effect of over 55% in size
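Fluorescence dequenching readout, ex 525 nm/em 598 nm, kinetic mode: forked duplex DNA (100 nM final) with adjacent fluorophore and quencher unwound by WRN (20 nM final) with 2 mM ATP. Compound preincubation 15 min, room temperature.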
PI5P4Ka inh: qHTS for Inhibitors of phosphatidylinositol 5-phosphate 4-kinase (PI5P4K); PI5P4Kalpha enzyme, ADP-Glo luminescence, 60 min; active compounds read low; Phosphatidylinositol 5-phosphate 4-kinase type-2 alpha (Homo sapiens), P48426; 330,000 tested, 1.2% active; max response, %; active = max response of -50% or lower; inconclusive = between -30% and -50%; inactive = -30% or higher; also: value at the top dose of about 77 µM; % is scaled to controls: 0 for no effect and ±100 for the full control effect
Target sequence (P48426 whole entry, looked up): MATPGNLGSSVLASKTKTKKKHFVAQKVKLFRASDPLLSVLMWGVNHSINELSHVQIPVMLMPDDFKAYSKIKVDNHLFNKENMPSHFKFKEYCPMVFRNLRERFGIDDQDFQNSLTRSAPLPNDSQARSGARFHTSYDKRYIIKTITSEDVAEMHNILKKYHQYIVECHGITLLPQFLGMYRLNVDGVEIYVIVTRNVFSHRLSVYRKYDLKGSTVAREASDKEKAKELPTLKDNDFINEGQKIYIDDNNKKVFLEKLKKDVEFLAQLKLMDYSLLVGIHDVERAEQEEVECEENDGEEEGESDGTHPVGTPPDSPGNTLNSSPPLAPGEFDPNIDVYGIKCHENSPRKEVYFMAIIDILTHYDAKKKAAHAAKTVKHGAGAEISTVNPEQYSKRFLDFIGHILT
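Controls without substrate or without enzyme flank wells where PI5P4Kalpha converts substrate using 5 microM ATP (final). Incubation lasts 60 minutes at room temperature; ADP formed is read by ADP-Glo luminescence.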
IL-2 act: qHTS of IL-2 Activators; IL-2 activation reporter assay, cell-based qHTS; stimulated with anti-CD3/CD4/CD28 beads; in transgenic mouse T cells; 360,000 tested, 0.065% active; activation, % (series mostly up to about 46 µM); AID 652025, 2013; in the data active = activation above about 50%; inconclusive = mostly about 30% to 49%; also: 0% is about no effect
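Readout is EGFP and DsRed signal by fluorescent plate cytometry after 18 h at 37 degrees C. Transgenic mouse T cells (750/well) received compound for 60 min before bead stimulation (anti-CD3, anti-CD4, anti-CD28); memory T cells served as non-tolerant control.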
An asterisk follows results filed as active; ? = inconclusive; · = no result given; & = joins results of further samples; [ ] = another dose, or the depositor's remark. Unless noted, calls follow the shape of the dose curve; as a rule, active = well fitted curve in the direction sought with a large enough effect; inconclusive = small, poorly fitted or top-dose-only effect, or another doubt; inactive = no such curve, though single readings can be large; an effect the other way counts as inactive or inconclusive.

SMILES	EPAC1 agonist	PLK1 PBD block	EPAC1 antag	FUS suppressor	Abeta rescue	WRN inhibitor	PI5P4Ka inh	IL-2 act
CCN(C(=O)Cn1cnc2c(nc3n2CCCCC3)c1=O)c1cccc(Cl)c1	-1%	1%	8%	12%	7%	-6%	-1	-1.6
CCOC(=O)c1cc(C(=O)NN)c(C)nc1C	9%	2%	-5%	·	5%	-9%	-5	-0.6
O=C(CSc1ccc(Cl)cc1)N1CCN(c2ccc([N+](=O)[O-])cc2Cl)CC1	10%	-19%	-20%	28%	-40%[inhibitor]	-3%	3	-2.2
CC(C)N(C(=O)CSc1nc2ccccc2n1Cc1ccc(F)cc1)C(C)C	8%	-3%	-4%	14%	6%	-12%	0	-1.5
CCc1nc2nc(C)c(NS(=O)(=O)c3ccc(C)c(C)c3)c(=O)n2[nH]1	11%	1%	3%	-2%	-5%	-12%[57.1 µM]	8	-0.2
CCC(c1nc2ccccc2[nH]1)n1c(=O)c(-c2cccs2)nc2ccccc21 (centres undefined)	-3%	7%	13%	14%	2%	-6%	2	0.4
N=c1c(-c2nc3ccccc3[nH]2)cc(C(=O)c2ccco2)nn1-c1ccccc1	-6%	-14%	-15%	38%	-2%	0%	-13	-2.4
O=C(Nc1ccccc1C(=O)Nc1ccccn1)c1ccc([N+](=O)[O-])cc1	-2%	-18%	7%	3%	4%	-18%	-5	0.0
COc1cccc(C2CC(=O)Nc3cc(OC)c(OC)c(OC)c32)c1OC (centres undefined)	-7%	-4%	-19%	-2%	-7%	-5%	0	0.3
O=C(O)C(Cc1ccccc1)NS(=O)(=O)c1ccc2c(c1)OCCO2 (centres undefined)	8%	-9%	9%	5%	-1%	-4%	-6	-1.1
COc1cccc(C(NC(C)=O)c2nc(-c3cnn(C)c3)cs2)c1 (centres undefined)	6%	3%	-5%	-14%	10%	-1%	-6	0.3
Cc1noc(C)c1C(=O)Nc1cccnc1	-1%	-4%	4%	15%	-15%	-5%	·	-3.6
O=C(CCNC(=O)c1ccco1)Nc1ccc(OC(F)(F)F)cc1	1%	-6%	-2%	-32%	-12%	-2%[57.1 µM]	1	-0.1
COCCn1c(C)cc(C(=O)COC(=O)c2ccc(NC(=O)CC#N)cc2)c1C	9%	4%	-16%	?	25%	-31%	?	2.0
COc1ccccc1P(=O)(c1ccccc1)c1ccccc1	-2%	2%	-5%	-14%	8%	4%	3	1.1
O=C(N=C1SC2CS(=O)(=O)CC2N1Cc1ccc(Cl)cc1)C1CC1 (centres undefined)	-7%	3%	-10%	3%	2%	10%	-5	-0.3
CCCCc1ccc(NC(=O)C(C)CC)cc1 (centres undefined)	-2%	3%	-10%	4%	9%	-4%	6	-0.7
COC(=O)c1ccc2nc(-c3ccccc3)c(Cc3ccccc3C(F)(F)F)n2c1	1%	6%	13%	-5%	-9%	-1%	1	-0.1
COc1ccc(-c2noc(CNC(=O)Nc3ccc(F)cc3)n2)cc1	3%	-16%	-7%	-6%	-13%	?	-2	-0.6
CCCN(CC(=O)Nc1ccccc1OC)C(=O)CSC(=S)N1CCCC1	-11%	-11%	-4%	12%	20%	7%	0	-0.4
Cc1sc2ncnc(N3CCC(C(=O)Nc4cc(S(C)(=O)=O)ccc4Cl)CC3)c2c1C	3%	5%	-7%	9%	6%	-1%	-12	-6.4
Cc1ccc(C)c(-n2nnnc2SCC(=O)Nc2c(C)n(C)n(-c3ccccc3)c2=O)c1	-1%	-12%	-3%	11%	-12%	3%	0	-3.3
COc1ccccc1C(=O)C1CCCN(C(=O)C2CCCC2)C1 (centres undefined)	4%	-6%	9%	-24%	9%	-1%	2	-0.2
Cc1ncc([N+](=O)[O-])n1CC(C)O (centres undefined)	8%	-4%	18%	-34%	-2%	-3%	-3	-0.5
CC1=C(C(=O)OC(C)C)[C@@H](c2ccc(C)o2)NC(=O)N1	1%	-9%	0%	-2%	-5%	?	-9	-1.8
(listing goes on)
SMILES	EPAC1 agonist	PLK1 PBD block	EPAC1 antag	FUS suppressor	Abeta rescue	WRN inhibitor	PI5P4Ka inh	IL-2 act
Cc1cccc(N2CCN(S(=O)(=O)c3cccs3)CC2)c1C	-3%	6%	0%	-7%	4%	-7%	6	-1.0
CCOC(=O)C1=C(C)NC(=O)NC1	10%	2%	4%	-22%	9%	-1%	-4	-0.1
Cc1nc2scc(C)n2c(=O)c1S(=O)(=O)Nc1ccc(N2CCN(C(=O)C(C)C)CC2)cc1	0%	-1%	-4%	10%&3%	-24%&7%	-1%	1	2.7
COc1ccc(-n2cnnc2SCC(=O)N2CCN(S(=O)(=O)c3ccccc3)CC2)cc1	-4%	-12%	-1%	-5%	20%	-5%	4	-0.4
CC(C)CN1C(=O)c2ccc(C(=O)NCc3ccc4c(c3)OCO4)cc2C1=O	3%	-7%	9%	13%	-6%	6%	-1	-0.7
O=C(/C(=C/c1cccc(Cl)c1)c1nc2ccccc2[nH]1)c1ccccc1	8%	-11%	8%	3%	-1%	-28%[57.1 µM]	1	-4.6
COc1ccc(CNC(=O)C2CCN(S(=O)(=O)N3CCCCC3)CC2)cc1	4%	-30%	29%	-10%	1%	1%	-3	2.4
CCOc1ccc(N(CC(=O)NCc2ccc(Cl)cc2)S(=O)(=O)c2ccccc2)cc1	-3%	-1%	-17%	3%	-8%	-31%	8	0.3
[O-][n+]1ccc(CC(O)(C(F)(F)F)C(F)(F)F)cc1	4%	-14%	7%	-18%	-3%	1%	0	0.7
Cc1[nH]nc(SCC(=O)NCCc2ccccc2)c1[N+](=O)[O-]	2%	2%	15%	15%	0%	-2%	-3	0.6
CC(C)n1nnnc1C1c2ccccc2C(=O)N1CCOc1ccccc1 (centres undefined)	6%	-2%	-11%	-2%	-5%	2%	6	-0.3
CN(C1(C)CCS(=O)(=O)C1)S(=O)(=O)c1cccc([N+](=O)[O-])c1 (centres undefined)	-3%	3%	-5%	5%	-3%	4%	6	-0.2
CCOc1ccc(OCCC(=O)OCC(=O)Nc2cc(OCC)c(N3CCOCC3)cc2OCC)cc1	-20%	-2%	6%	15%	14%	-3%	-5	-1.4
O=C(O)COCC(=O)Nc1ccc(Oc2ncnc3cc(Cl)ccc23)nc1	6%	-9%	23%	23%	2%	5%	-5	-0.2
COc1ccccc1S(=O)(=O)N(C)C[C@H]1OCc2cnnn2CCCC(=O)N([C@@H](C)CO)C[C@@H]1C	-3%	-11%	3%	1%	8%	2%	-3	3.1
O=C1N(Cc2ccccc2)c2ccccc2C12OCCO2	2%	-9%	13%	6%	6%	-18%	4	5.4
Cc1cc(C(=O)Nc2ccccc2C#N)n(-c2ccccc2)n1	2%	-3%	5%	-20%	10%	1%	-3	-1.8
COc1ccc(CNC(=O)C2CCN(S(=O)(=O)c3ccc(SC)cc3)CC2)cc1	-1%	-8%	-6%	-6%	-15%	1%	-7	-0.1
Nc1nnc(SCC(=O)NN2C(=O)NC3(CCCCC3)C2=O)s1	-4%	1%	7%	-1%	-12%	-3%	-6	0.8
O=C(O)C(Cc1ccccc1)N1C(=O)/C(=C/c2cccs2)SC1=S (centres undefined)	-5%	?	-2%	9%	-29%	-17%	2	0.4
COc1ccc(NC(=O)C(=O)NNC(=O)COc2ccc(Cl)cc2)c(OC)c1	-9%	-20%	-6%	-1%	10%	5%	-1	-2.5
C=Cc1cnc([N+](=O)[O-])n1C	2%	-28%	2%	-26%	-24%	-5%	0	0.6
O=c1c2ccccc2c(/C=N/n2cnnc2)c(O)n1-c1ccccc1F	-4%	-11%	0%	?	2%	0%	·	-2.1
COc1ccc([C@H]2/C=C\CN(C(=O)CC(C)(C)C)[C@@H](C)C(=O)N2Cc2ccc(F)cc2)cc1	-18%	-1%	-7%	28%	-13%	-3%	2	0.0
CSc1ccccc1C(=O)OCC(=O)Nc1ccc(N2CCOCC2)cc1	-5%	1%	6%	·	0%	7%	-11	-3.3

Compound profiles, from the list above. Order of screens: EPAC1 agonist | PLK1 PBD block | EPAC1 antag | FUS suppressor | Abeta rescue | WRN inhibitor | PI5P4Ka inh | IL-2 act
CCOc1ccc(N(CC(=O)NCc2ccc(Cl)cc2)S(=O)(=O)c2ccccc2)cc1 in the list: -3% | -1% | -17% | 3% | -8% | -31% | 8 | 0.3
CCOc1ccc(OCCC(=O)OCC(=O)Nc2cc(OCC)c(N3CCOCC3)cc2OCC)cc1 in the list: -20% | -2% | 6% | 15% | 14% | -3% | -5 | -1.4
CSc1ccccc1C(=O)OCC(=O)Nc1ccc(N2CCOCC2)cc1 in the list: -5% | 1% | 6% | · | 0% | 7% | -11 | -3.3

New compounds follow
SMILES	EPAC1 agonist	PLK1 PBD block	EPAC1 antag	FUS suppressor	Abeta rescue	WRN inhibitor	PI5P4Ka inh	IL-2 act
O=C(CCCC(=O)OCC(Cl)=C(Cl)Cl)Nc1cccc(F)c1	10%	-1%	-8%	20%	12%	-12%	3	-1.9
COc1ccc(-c2c(C)[nH]n3c(=O)c(Cc4ccccc4)c(C)nc23)cc1OC	4%	-2%	-3%	?	6%	-20%	2	-0.8
COc1ccc(NC(=O)CS(=O)(=O)Cc2nc(-c3ccc(C)cc3)oc2C)cc1	-12%	-13%	-17%	5%	-5%	-3%	4	-3.8
Cc1ccc(-c2csc(NC(=O)c3cnccn3)n2)cc1C	-7%	-7%	-7%	-15%	-13%	-7%	12	1.5
CCN(Cc1ccccc1)c1ccc(/C=N/NS(=O)(=O)c2cccc([N+](=O)[O-])c2)cc1	3%	?	-20%	·	19%	-16%	0	-0.5
CCC(=O)Nc1ccc(NC(=O)CN2CCCC(C)C2)c(Cl)c1 (centres undefined)	-12%	-8%	1%	-8%	-6%	-5%	-2	-0.3
CCOc1ccc(N2CC(C(=O)NCCN3C(=O)S/C(=C\c4ccc(OC)c(OC)c4)C3=O)CC2=O)cc1 (centres undefined)	13%	-13%	10%	-11%	3%	1%	-1	0.1
O=c1c(C=Nc2cccc(C(F)(F)F)c2)c[nH]n1-c1cccc(Cl)n1	-7%	-5%	4%	22%	16%	?	·	-1.8
